High-throughput results (PubChem BioAssay)
Exocytosis inh: LAMP-1 surface exposure blockers, TALL-104 cells – cell-based, flow cytometry, MLPCN library, primary screen; TALL-104 LAMP-1 surface exposure; cells stimulated with thapsigargin and PMA; inhibition, % at 10 µM; 0.66% of 360,000 active; AID 651702, 2012;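 active means inhibition above about 55%, limit read from the data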
ABHD5-PLIN5 inh: ABHD5-PLIN5 interaction inhibitors, primary screen, cell lysate, split luciferase complementation, luminescence; 0.78% of 360,000 active; inhibition, % at 4 µM; AID 602281, 2012; Perilipin-5 (Homo sapiens) + 1-acylglycerol-3-phosphate O-acyltransferase ABHD5 (Homo …; Split G. princeps luciferase complementation, 4 h;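 active means inhibition above the mean inhibition across every tested compound plus 3 SD, cut at about 22% in these data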;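 further: 0% = DMSO only wells and the 100% control is not disclosed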
m5-HT2A agonist: mouse Htr2a agonists via beta-arrestin recruitment, primary screen, cell-based, luminescence; 5-hydroxytryptamine receptor 2A (Mus musculus), P35363; CHO-K1 mHTR2A beta-arrestin complementation; percent of 30 µM serotonin response; activation, % at 7.6 µM; 0.66% of 360,000 active; AID 624169, 2012;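 active means activation above a run cutoff, the mean activation of all tested compounds plus 3 SD, cut at about 14% in these data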;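 further: 0% = plate median of compound wells and 100% = 30 µM serotonin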
Target sequence (P35363 whole entry, looked up): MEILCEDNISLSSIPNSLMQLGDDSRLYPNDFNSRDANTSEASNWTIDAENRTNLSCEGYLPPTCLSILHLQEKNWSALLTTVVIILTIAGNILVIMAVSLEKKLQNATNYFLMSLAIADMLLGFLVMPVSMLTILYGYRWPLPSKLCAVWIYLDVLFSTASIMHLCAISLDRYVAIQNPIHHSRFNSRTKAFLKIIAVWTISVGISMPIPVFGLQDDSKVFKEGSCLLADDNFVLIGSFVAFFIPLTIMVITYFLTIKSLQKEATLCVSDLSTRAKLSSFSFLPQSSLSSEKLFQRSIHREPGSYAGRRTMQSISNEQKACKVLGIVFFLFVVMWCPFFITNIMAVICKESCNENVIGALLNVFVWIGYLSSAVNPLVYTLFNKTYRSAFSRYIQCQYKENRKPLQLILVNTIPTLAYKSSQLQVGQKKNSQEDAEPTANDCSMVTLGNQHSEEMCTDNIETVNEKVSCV
PDI inh: inhibitors of human PDI, primary screen, biochemical, turbidity, single point, plate reader; PDI insulin aggregation turbidity, A650, 90 min; AID 588391, 2011; 0.052% of 350,000 active; Protein disulfide-isomerase (Homo sapiens), P07237; inhibition, % at 10 µM;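 active means mean inhibition across replicates of 30% or more, whatever share of single replicates reach that level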;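 further: absorbance from insulin aggregation driven by PDI reduction with DTT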
ABCB6 inh 2: ABCB6 transporter inhibitors, primary screen, K562-ABCB6 cells, flow cytometry, MLPCN library; 0.19% of 360,000 active; ATP-binding cassette sub-family B member 6 (Homo sapiens), Q9NP58; fluorescence ratio to DMSO, % at 10 µM; K562-ABCB6 porphyrin accumulation, 1 h; stronger effect = lower value;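 active means fluorescence ratio to DMSO below 75%, the collection mean minus 3 SD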;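 further: signal is porphyrin accumulated inside mitochondria; 100% equals median channel fluorescence of DMSO control wells; lower ratio means ABCB6 inhibition with less porphyrin fluorescence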
MC4R ag barr: MC4R agonists recruiting beta-arrestin, primary screen, cell-based, luminescence, agonist arm of biased-ligand search; Melanocortin receptor 4 (Homo sapiens), P32245; U2OS MC4R beta-arrestin complementation; percent of melanotan II response, DMSO zero; activation, % at 8.9 µM; 0.98% of 360,000 active;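 active means activation above a per-plate cutoff, the mean activation of sample wells on that plate plus 3 SD, cut at about 8% in these data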
Target sequence (P32245 whole entry, looked up): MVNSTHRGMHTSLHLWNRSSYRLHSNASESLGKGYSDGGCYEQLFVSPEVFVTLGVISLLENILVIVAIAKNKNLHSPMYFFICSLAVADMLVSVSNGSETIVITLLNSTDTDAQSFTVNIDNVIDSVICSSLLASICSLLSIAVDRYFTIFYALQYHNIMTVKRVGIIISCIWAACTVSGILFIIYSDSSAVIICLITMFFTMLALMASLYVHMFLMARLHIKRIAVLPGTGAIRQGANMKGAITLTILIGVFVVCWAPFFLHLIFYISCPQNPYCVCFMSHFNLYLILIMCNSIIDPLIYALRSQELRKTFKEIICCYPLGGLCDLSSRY
Glyco luc inh: increase of ERlucT glycosylation luciferase signal, primary screen, N-linked glycosylation inhibitor project, D54 ERlucT cells, luminescence, set 2 | D54 ERlucT glycosylation luciferase reporter, 24 h; percent of 100 nM tunicamycin response | 0.23% of 360,000 active | AID 588692, 2011 | reporter increase, % at 12.5 µM;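 active means mean luciferase reporter signal, scaled so untreated is 0 and the glycosylation-blocking control 100, at or above a set limit in every replicate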;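 further: luciferase carries N-glycosylation sites so blocking glycosylation raises the light; 0% = median of neutral control wells and 100% = median of 100 nM tunicamycin wells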
CaV13 ICDI inh: Primary screen for inhibitors of IQ motif and Ca2+-dependent inactivation inhibitor domain binding in CACNA1D, Förster resonance energy transfer in living cells, …; HEK cells, CFP/YFP FRET ICDI-IQ, plate reader, 10 min; percent FRET-ratio fall versus neutral wells; inhibition, % at 12.3 µM; 0.098% of 340,000 active; AID 743397;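 active means mean replicate inhibition of at least 30% and at least 1% of replicates passing that level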;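 further: 0% = median of the neutral control wells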
H9c2 protect: cardioprotection against H2O2-induced cell death, primary screen, uHTS, H9c2 cells, ATPLite luminescence; protection from H2O2 cell death, % at 20 µM; AID 588492, 2011; H9c2 cardiomyocytes, H2O2 injury protection, 2 h; 0.63% of 360,000 active;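 active means compounds giving at least 50% protection of heart cells from peroxide-induced death in the single-dose screen, raw or plate-pattern-corrected value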;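 further: 0% = DMSO wells with peroxide and 100% = DMSO wells without peroxide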
MC4R antag cAMP: MC4R antagonists of cAMP signaling, primary screen, cell-based, TR-FRET, antagonist arm of biased-ligand search. Melanocortin receptor 4 (Homo sapiens), P32245. MC4R-expressing cells, MTII-stimulated cAMP, LANCE TR-FRET. inhibition, % at 6.5 µM. 0.48% of 360,000 active. AID 540295, 2011;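 active means inhibition above its plate's cutoff, the mean of tested wells on that plate plus 3 SD, cut at about 29% in these data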;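 further: 0% = Melanotan II alone and 100% = Melanotan II plus saturating MCL0020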
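Material: human MC4R-expressing U2OS cells. Probe or stimulus: Melanotan II challenge. Dosing: 6.5 µM single dose. Times: 30-min compound, 1-h challenge, 1-h detection, room temperature. Technique: TR-FRET with Eu-cAMP and labeled anti-cAMP, 671 nm. Replication: singlicate.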
Starred values were filed as active, the others as inactive; nt = not tested or not shown.

SMILES	Exocytosis inh	ABHD5-PLIN5 inh	m5-HT2A agonist	PDI inh	ABCB6 inh 2	MC4R ag barr	Glyco luc inh	CaV13 ICDI inh	H9c2 protect	MC4R antag cAMP
O=C(NCc1ccccc1)c1cc(C2CCCN(C(=O)c3cccs3)C2)on1 (centres undefined)	1	3	-4	-4	100	-1.9	-2	-5	-1	7
Cc1ccc(OCC(=O)Nc2ccc(N3CCCC3)cc2)cc1C	0	-5	-1	-1	92	0.2	1	-6	1	1
O=C(CCc1nc2sc3c(c2c(=O)[nH]1)CCCC3)N1CCN(c2ccccc2)CC1	0	-4	0	-2	92	-1.9	4	-4	5	5
Cc1cccc(OCC(=O)OC2CCN(C)CC2)c1	-1	0	1	-5	102	0.3	1	nt	7	6
CCc1ccccc1NC(=O)c1ccc(S(=O)(=O)N2CCCC2)cc1	-4	-14	0	-4	98	0.4	-2	-3	4	2
O=C(NCCCCc1ccccc1)C1CC(c2cccc(F)c2)=NO1 (centres undefined)	-16	-7	-9	6	99	-0.4	-1	-10	-4	3
C[C@@H]1CC[C@@]2(OC1)O[C@H]1C[C@H]3[C@@H]4CC=C5C[C@@H](O)[C@H](O)C[C@]5(C)C4CC[C@]3(C)[C@H]1[C@@H]2C (some centres undefined)	-16	-4	6	-7	101	-0.5	-5	-4	16	18
Cc1nc2cc(NCc3cccs3)ccc2n1C	-2	-1	5	3	95	-1.1	0	-1	-4	1
C[C@H](NS(=O)(=O)c1ccc(Cl)cc1)C(=O)OCC(=O)Nc1cc(S(=O)(=O)N2CCOCC2)ccc1Cl	0	-6	9	-5	105	0.6	1	-2	-10	11
Cc1ccc2c(CNCc3ccco3)cc(=O)oc2c1	1	0	5	4	92	-1.4	-1	-3	-6	5
Cc1ccc(S(=O)(=O)n2nc(C)c(S(=O)(=O)N3CCCCC3)c2C)cc1	-6	-7	6	-14	97	-3.6	1	-5	4	2
CCCN1C2=NCCN2c2cc(C)c(C)cc21	0	-3	4	18	91	-1.2	-1	nt	3	6

Reprinted at random: 2 entries already listed
SMILES	Exocytosis inh	ABHD5-PLIN5 inh	m5-HT2A agonist	PDI inh	ABCB6 inh 2	MC4R ag barr	Glyco luc inh	CaV13 ICDI inh	H9c2 protect	MC4R antag cAMP
O=C(NCCCCc1ccccc1)C1CC(c2cccc(F)c2)=NO1 (centres undefined)	-16	-7	-9	6	99	-0.4	-1	-10	-4	3
CCc1ccccc1NC(=O)c1ccc(S(=O)(=O)N2CCCC2)cc1	-4	-14	0	-4	98	0.4	-2	-3	4	2

Following part:
SMILES	Exocytosis inh	ABHD5-PLIN5 inh	m5-HT2A agonist	PDI inh	ABCB6 inh 2	MC4R ag barr	Glyco luc inh	CaV13 ICDI inh	H9c2 protect	MC4R antag cAMP
COc1ccccc1Oc1ccc2c(c1)C(=O)N(c1cccc(O)c1)C2=O	-6	2	0	8	98	0.7	0	-8	-18	16
O=C(O)C1CC=CCC1C(=O)Nc1ccccc1C(=O)N1CCN(c2ccc(F)cc2)CC1 (centres undefined)	-2	1	1	-4	100	-2.4	-1	-4	3	-5
O=C(O)CC/C(=N\NC(=O)CNC(=O)c1ccc(F)cc1)c1ccccc1	-3	-3	-5	14	98	-0.5	1	-5	-1	8
COCCOC(=O)C1=C(C)NC2=C(C(=O)CC(C)(C)C2)C1c1ccc(N(C)C)cc1 (centres undefined)	-2	-1	0	1	99	-1.1	3	-3	-1	3
Cc1ccc(S(=O)(=O)N2CCN(c3ncnc4scc(-c5ccccc5)c34)CC2)cc1	2	1	9	-5	92	-1.7	-10	-6	4	6
Cc1ccc(OCC(=O)NC2CCCc3ccccc32)c(C)c1 (centres undefined)	-2	-12	-4	-3	90	2.4	-2	-3	-16	1
CCOc1ccccc1N	-1	0	-4	nt	99	0.2	0	nt	0	1
O=C1NCCn2nc3ccccc3c21	-4	0	4	-1	96	-1.3	0	-7	9	0
Cn1c(SCC(=O)Nc2ccc(N3CCOCC3)cc2)nnc1C(F)(F)F	-7	-4	4	4	97	-1.1	0	-5	-1	4
CCOC(=O)C1=C(COC(=O)/C=C/c2ccc(OC)c(OC)c2)NC(=O)NC1C (centres undefined)	2	0	6	2	93	1.0	1	-14	8	-11
CCc1ccc(N2CC(C(=O)Nc3ccc4c(c3)OCCO4)CC2=O)cc1 (centres undefined)	0	-7	-5	2	93	-1.3	-1	-4	-6	-1
Cc1nc2nc(-c3cccnc3)[nH]n2c(=O)c1C	-2	-1	-4	9	89	-2.6	-1	nt	-2	4
O=C1c2ccccc2C(=O)c2[nH]cnc21	0	-11	1	-6	96	-2.1	17	-5	-13	2
Cc1c(N2C(=O)c3cccc4cccc(c34)C2=O)c(=O)n(-c2ccccc2)n1C	3	-1	-3	5	104	0.7	-2	nt	-4	-4
Cc1nn(-c2ccccc2)nc1C(=O)Nc1ccc2c(c1)OCCO2	0	9	-1	6	106	0.0	2	nt	5	14
Cn1cc(Br)c(-c2cccc(N3C(=O)CC(C)(C)CC3=O)c2)n1	-2	4	1	0	101	-0.2	-2	-4	0	-5
COc1ccc(/C(O)=C2/C(=O)C(=O)N(CCN(C)C)C2c2ccccn2)cc1OC (centres undefined)	-1	4	0	-4	96	0.5	-1	-5	-3	6
CC(=O)c1ccc(NC(=O)C2CC(=O)Nc3nc4ccccc4n32)cc1 (centres undefined)	-12	-2	-1	-1	97	0.4	3	-4	-10	8
COc1ccc(Cc2noc(CN(C)C3CC(C)(C)NC(C)(C)C3)n2)cc1OC	3	2	2	12	97	-0.2	1	-6	0	9
COc1cc(CC(=O)OCC(=O)NC2CCCCC2)cc(OC)c1OC	0	1	-3	2	96	-1.7	4	-2	0	5
Cc1ccc(C2CC2C(=O)NNC(=S)Nc2cccc(Cl)c2)cc1 (centres undefined)	-1	-28	-6	3	95	-1.9	2	-4	-14	-4
Cc1sc(NC(=O)c2ccco2)c(CN2CCC(C)CC2)c1C	4	-5	-3	2	85	1.6	-1	nt	-11	1
CCC(=O)c1ccc(OCC(=O)OCC(=O)N2CCN(c3ccc(OC)cc3)CC2)cc1	5	7	4	2	102	-1.9	3	-5	-1	13
c1ccc2c(c1)Nc1cc3ccccc3cc1O2	3	-9	0	-9	94	-0.5	4	-6	1	-6
NS(=O)(=O)c1ccc(CNC(=O)Cc2ccsc2)cc1	1	-4	1	0	98	-2.2	0	-5	0	15
CCN(CC)S(=O)(=O)c1ccc(C(=O)NNc2nc(-c3ccccc3)c3cc(Br)ccc3n2)cc1	-1	-1	-4	1	93	-3.7	-3	-4	15	14
CCOC(=O)NC(=O)C(=CNNc1ncc(C(F)(F)F)cc1Cl)C(=O)NC(=O)OCC	0	4	1	-2	103	-0.4	2	-4	6	5
CCOc1ccc(CCNS(=O)(=O)c2cnc[nH]2)cc1OCC	1	-5	0	-6	92	-0.5	-1	nt	7	2
COc1cc(CN2CCNC(=O)C2CC(=O)N(Cc2nccn2C)C(C)C)cc(OC)c1 (centres undefined)	-1	-3	3	-2	99	3.6	0	-5	2	5
COc1ccc(C(=O)NNC(=O)CSc2nnc(C3CC3)n2C)cc1	1	10	2	-14	94	-0.2	3	-7	3	5
Cc1nc(N2C(=O)C(=O)/C(=C(/O)c3ccccc3)C2c2ccco2)sc1C (centres undefined)	-4	-4	-3	-1	103	1.8	5	-6	-7	-3
O=C(Cn1c(=O)sc2ccccc21)NCc1ccccn1	26	7	7	nt	105	0.6	-3	-2	-3	-5
Nc1nc(-c2cc3c(cc2Cl)OCCO3)cs1	0	0	0	21	99	-1.4	2	-3	-4	-9
COc1cccc2cc(-c3nc4ccccc4o3)c(=O)oc12	-3	2	1	1	93	0.5	-5	-9	4	-10
CN(C)S(=O)(=O)c1ccc(Cl)c(C(=O)OCC(=O)NC(=O)NC2CCCC2)c1	5	-2	-1	15	100	-3.3	-1	-6	0	22
CCOC(=O)c1cnc2c(-c3ccccc3)cnn2c1N	-1	-3	-3	1	99	1.6	0	-5	-36	2
COc1ccc(-c2cc(C(F)F)n3ncc(C(=O)Nc4ccc(C(=O)N5CCOCC5)cc4)c3n2)cc1	1	1	1	16	88	-2.1	14	-4	71*	3
CCCn1c(C(C)Nc2nc(C)cs2)nc2cc(Cl)c(Cl)cc21 (centres undefined)	-2	-18	-2	1	100	1.1	6	-5	4	4
CCO/C=C1/C(=O)N(c2ccccc2OC)C(=O)c2ccccc21	-2	-2	-3	7	101	0.3	2	-1	10	10
CN(C)S(=O)(=O)N(CC(=O)Nc1ccc(S(=O)(=O)N2CCCC2)cc1)c1ccccc1	-4	-5	-1	2	100	-3.3	0	nt	-1	0
COc1cc(C(=O)O[C@H]2C/C(C)=C/CC[C@]3(C)O[C@@H]3C(O)C2C(C)C)cc(OC)c1OC (some centres undefined)	-5	-4	-2	6	89	0.9	3	-2	26	1
COCCN(CC(=O)Oc1ccccc1P(=O)(OC)OC)Cc1ccccc1	2	-2	4	-18	96	-0.9	0	-19	-1	4
Clc1nc2nc3n(c2nc1Cl)CCC3	5	-6	-4	-3	99	-0.8	2	-3	1	6
Cc1ccc(NS(=O)(=O)c2cccc(C(=O)N(C)Cc3cccs3)c2)cc1	6	-9	7	-4	85	-1.2	3	-14	-3	3
CCOCCCNC(=O)c1cn2c3c(ccc(Cl)c3c1=O)OC(C)C2 (centres undefined)	-12	-1	-1	3	95	1.8	0	-4	2	22
C=CCN(c1ccccc1OC)S(=O)(=O)c1cccc(C(=O)NCC(c2ccc(OC)cc2)N2CCCC2)c1 (centres undefined)	5	-3	-9	3	102	-0.9	-8	-4	0	5
Cc1nn(C)c(C)c1NC(=O)COc1ccc(Cl)cc1Br	8	-3	-2	5	96	-2.5	-2	-2	-14	9
Cc1cccc(OCCOC(=O)C2CCN(S(=O)(=O)c3ccc(C)c(C)c3)CC2)c1	-4	0	1	2	95	-0.6	6	nt	-3	5
O=C(N/C(=N\O)c1ccccc1)Nc1ccc(Cl)cc1	-1	1	0	-2	94	0.2	2	nt	5	1
Clc1ccc(-c2ccnc(-n3cccc3)n2)s1	0	2	0	-4	100	1.5	1	-7	-13	7
CCn1c(CC(=O)Nc2ccc(C)cc2)nnc1SCC(=O)N1CCOCC1	-4	-6	0	-8	100	-1.2	0	nt	0	-1
CC(=O)Nc1ccc(S(=O)(=O)CCC#N)cc1	-2	4	6	-2	99	0.7	-1	-5	0	3
